From PubChem BioAssay
GC-A act: GC-A (human) enzyme activation | P16066 | HEK293 GC-A cells, cGMP TR-FRET, EC30 ANP; 0% at EC30 ANP, 100% saturating ANP | activation, % at 10 µM | 0.14% of 370,000 active | AID 1671463; in the data active = activation above about 40%
rCAG RNA binder: binds r(CAG) RNA repeats. r(CAG) RNA repeat, TO-PRO-1 dye displacement fluorescence. inhibition, % at 3 µM. 1.3% of 370,000 active. AID 651821;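 active = inhibition above the plate cutoff, the mean of all test compounds on that plate plus 3 SD, cut at about 35% in these data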;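 also: 0% = DMSO alone and 100% = 100 µM mitoxantrone as full dye displacement; higher means more dye released from RNA so lower well fluorescence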
HTRA1 inh: inhibitors of human serine peptidase HTRA1. Q92743. recombinant HTRA1, FP-rhodamine activity-based probe, fluorescence polarization. inhibition, % at 5.96 µM. 0.5% of 340,000 active; in the data active = inhibition above about 36%;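 also: 0% = enzyme with DMSO and 100% = wells lacking enzyme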
TCR CD3 inh: human TCR-CD3 binding inhibition | TAMRA-labeled TCR probe fluorescence, biochemical | inhibition, % at 9.4 µM | 0.37% of 360,000 active | AID 651800; in the data active = inhibition above about 19%;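 also: recombinant mutant TCR 2C K166C tagged with TAMRA read by polarization; 0% = receptor in buffer alone and 100% = receptor with positive control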
NPR2 activator: GC-B (human) receptor activation; HEK293-GC-B cells, CNP EC30, cGMP TR-FRET; 0% at EC30 CNP, 100% saturating CNP; P20594; 0.11% of 370,000 active; activation, % at 10 µM;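 active = activation at 10 µM reaching about 35% in either raw or pattern-adjusted values, limit read from the data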
SIAE primary: inhibitors of human sialic acid acetylesterase SIAE; Q9HAT2; SIAE FP-Rh probe binding, fluorescence polarization; inhibition, % at 9.66 µM; 0.69% of 370,000 active; AID 1053197;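 active = inhibition above a cutoff: mean of compounds within the control limits plus 3 SD of those, cut at about 17% in these data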;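 also: 0% = plate median of compound wells and 100% = probe without SIAE protein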
ABHD4 inh: ABHD4 (mouse) inhibition, primary FP screen; purified mABHD4, FP-Rh probe fluorescence polarization; inhibition, % at 8.92 µM; 0.54% of 370,000 active; Q8VD66; AID 720543;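 active = inhibition exceeding the mean over every tested compound plus 3 SD, cut at about 30% in these data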;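 also: 0% = plate median of compound wells and 100% = S159A mutant with DMSO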
Target sequence (Q8VD66 whole entry, looked up): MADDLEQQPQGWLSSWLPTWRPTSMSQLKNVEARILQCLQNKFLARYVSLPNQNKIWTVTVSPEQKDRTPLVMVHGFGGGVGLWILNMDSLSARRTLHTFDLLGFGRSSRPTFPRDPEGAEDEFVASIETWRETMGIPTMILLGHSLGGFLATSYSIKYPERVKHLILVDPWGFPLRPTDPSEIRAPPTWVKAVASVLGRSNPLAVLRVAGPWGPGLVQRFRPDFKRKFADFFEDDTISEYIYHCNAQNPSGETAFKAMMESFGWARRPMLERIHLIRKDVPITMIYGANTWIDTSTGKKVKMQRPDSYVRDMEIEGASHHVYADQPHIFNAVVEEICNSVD
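Assay system: Wild-type mouse ABHD4 protein | Medium: HEPES pH 7.0 buffer, 150 mM NaCl, 0.01% Pluronic F-127 | Incubation: Enzyme–compound pre-incubation 45 min, then probe 60 min, both 25 °C | Technique: Fluorescence polarization with parallel and perpendicular emission, 525/598 nm | Evaluation: % inhibition of FP-Rh probe binding versus controls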
UHRF1 MBD2 ctr: UHRF1 methyl-DNA binding inhibition; Q96T88; UHRF1 binding to methylated oligo, TR-FRET; inhibition, % at 4.4 µM; 0.75% of 370,000 active; in the data active = inhibition above about 21%;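 also: UHRF1 SRA domain binding a hemimethylated CpG hairpin DNA probe; 0% = median of test compound wells and 100% = reference inhibitor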
PRMT1 FP inh: inhibitors of human PRMT1 | inhibition, % at 2.79 µM | recombinant PRMT1, activity-based probe fluorescence polarization | Q99873 | 1.3% of 370,000 active;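 active = inhibition above about 21% made by adding two undisclosed values, limit read from the data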
MBD2 inh: inhibitors of human MBD2 binding to methylated oligonucleotide; AID 686964; 0.31% of 370,000 active; TR-FRET; inhibition, % at 4.4 µM; Q9UBB5; in the data active = inhibition above about 13%
Target sequence (Q9UBB5 whole entry, looked up): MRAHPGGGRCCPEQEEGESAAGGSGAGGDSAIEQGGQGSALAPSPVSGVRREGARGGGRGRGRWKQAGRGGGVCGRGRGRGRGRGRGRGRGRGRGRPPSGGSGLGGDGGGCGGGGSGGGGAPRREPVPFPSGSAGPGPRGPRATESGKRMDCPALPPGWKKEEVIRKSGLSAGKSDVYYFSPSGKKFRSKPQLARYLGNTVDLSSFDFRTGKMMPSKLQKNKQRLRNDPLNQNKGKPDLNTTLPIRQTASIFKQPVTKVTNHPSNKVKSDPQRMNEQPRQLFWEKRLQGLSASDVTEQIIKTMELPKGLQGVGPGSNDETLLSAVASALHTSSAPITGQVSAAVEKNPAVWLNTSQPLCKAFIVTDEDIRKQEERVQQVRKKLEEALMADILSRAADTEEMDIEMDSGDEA
* hit, by the source's call; . = no result given. Not all compounds are listed, so the mix of outcomes need not match the whole.

SMILES	GC-A act	rCAG RNA binder	HTRA1 inh	TCR CD3 inh	NPR2 activator	SIAE primary	ABHD4 inh	UHRF1 MBD2 ctr	PRMT1 FP inh	MBD2 inh
Cc1nn(-c2ccccc2)nc1CNC(=O)C(C)Cc1ccccc1 (centres undefined)	-2	-5	4	-2	-2	-3	0	0	-4	-2
Cc1c(C(C)C[C@H](C)O)oc(=O)c2c1Oc1c(C)c(C(C)C[C@H](C)O)oc(=O)c1C2 (some centres undefined)	15	-3	1	2	-4	3	-4	2	2	3
COC(=O)c1sc(S(=O)(=O)NCCC(=O)O)c(C(=O)OC)c1C	-4	3	3	7	-4	1	-1	-1	-6	-3
CCS(=O)(=O)CCSC1OC(COC(C)=O)C(OC(C)=O)C(OC(C)=O)C1OC(C)=O (centres undefined)	-5	-4	-1	9	1	2	0	-3	-3	-3
CC1CN(C(=O)CCCN2C(=O)c3ccccc3C2=O)CC(C)O1 (centres undefined)	3	-7	2	-1	6	0	-5	5	3	0
COc1ccc(C(=O)Nc2ccc(S(=O)(=O)Nc3cnc4ccccc4n3)cc2)cc1	7	46*	-8	5	7	-7	-3	-8	1	-1
CN(CCC#N)C(=O)COC(=O)c1c2c(nc3ccccc13)/C(=C\c1ccco1)CC2	-14	65*	30	34*	-5	19*	45*	41*	32*	20*
COc1ccc2c(c1)C(=NNc1ccc(C(=O)O)cc1)c1cc(OC)ccc1-2	0	32	-12	-2	0	-8	10	-3	1	2
Cc1ccc(S(=O)(=O)N2CCN(C(=O)COC(=O)c3ccc([N+](=O)[O-])o3)CC2)c(C)c1	0	3	21	-4	0	14	5	-2	2	-10
COC(=O)c1ccc(C(=O)OC)c(NC(=O)CN2CCN(c3ccc(OC)cc3)CC2)c1	-3	1	6	4	-6	-3	2	2	1	1
COc1cc(CNCc2ccc(Br)cc2)cc(OC)c1	-13	-8	-4	8	-1	4	12	0	0	-3
O=[N+]([O-])c1cc(S(=O)(=O)NC2=NCCCCC2)ccc1NCC1CCCCC1	-2	-5	-31	-1	-7	-5	3	-3	-3	-5
CCOC(=O)C(=O)Nc1ccc(OC)c(Cl)c1	4	0	4	2	-2	-3	-5	-1	0	-4
COc1ccc2c(c1)[C@H]1[C@H](CO2)[C@H](c2ccccc2)[C@]2(C)C(=O)Nc3ccc(F)cc3C(=O)N12	-6	5	-43	-3	-7	-8	-27	-2	-3	3
CN(C(=O)c1ccc(NC(=O)Cc2ccc(NC(=O)C3CCN(C(=O)CCc4ccccc4)CC3)cc2)cc1)C1CC1	4	7	-7	-5	1	-1	0	3	1	3

In a second layout: entries from further up.
molecule | GC-A act | rCAG RNA binder | HTRA1 inh | TCR CD3 inh | NPR2 activator | SIAE primary | ABHD4 inh | UHRF1 MBD2 ctr | PRMT1 FP inh | MBD2 inh
CCOC(=O)C(=O)Nc1ccc(OC)c(Cl)c1 | 4 | 0 | 4 | 2 | -2 | -3 | -5 | -1 | 0 | -4
CC1CN(C(=O)CCCN2C(=O)c3ccccc3C2=O)CC(C)O1 (centres undefined) | 3 | -7 | 2 | -1 | 6 | 0 | -5 | 5 | 3 | 0
COc1ccc2c(c1)[C@H]1[C@H](CO2)[C@H](c2ccccc2)[C@]2(C)C(=O)Nc3ccc(F)cc3C(=O)N12 | -6 | 5 | -43 | -3 | -7 | -8 | -27 | -2 | -3 | 3
COC(=O)c1ccc(C(=O)OC)c(NC(=O)CN2CCN(c3ccc(OC)cc3)CC2)c1 | -3 | 1 | 6 | 4 | -6 | -3 | 2 | 2 | 1 | 1

(listing goes on)
SMILES	GC-A act	rCAG RNA binder	HTRA1 inh	TCR CD3 inh	NPR2 activator	SIAE primary	ABHD4 inh	UHRF1 MBD2 ctr	PRMT1 FP inh	MBD2 inh
OC(COc1cccc2ccccc12)CN1CCN(c2ccccc2)CC1 (centres undefined)	-19	-2	-3	-1	3	9	-1	3	-8	1
COC(=O)c1cc2c(n(-c3ccccc3)c1=O)CCCC2=O	0	2	-4	-5	1	1	3	-1	-2	-6
O=C1C2CCCN2C(c2ccc(F)cc2)N1c1nccs1 (centres undefined)	-2	3	4	2	4	3	-9	1	3	-5
N#Cc1ccc(Oc2cccc(C(=O)O)c2)cc1C#N	0	-2	-4	4	4	1	5	1	-3	-3
COC(=O)C1CCN(C2=C(NS(=O)(=O)c3ccc(Cl)cc3)C(=O)c3ccccc3C2=O)CC1	0	1	34	3	-1	9	17	-7	0	-10
CC1(C)CC(CCNC(=O)c2ccc(-n3cnnn3)cc2)CC(C)(C)N1	4	-4	-6	-6	7	1	-1	1	2	-1
O=C(O)CCn1nnc(-c2cccs2)n1	5	1	-3	1	4	5	4	-2	-1	0
NNC(=O)Cc1cccc2ccc(Cl)cc12	-4	4	-10	-1	0	-1	-4	-2	1	-1
Nc1c(C(=O)Nc2ccccc2F)sc2nc(-c3ccco3)ccc12	14	55*	17	8	-4	4	11	2	47*	-2
CNC(=S)N/N=C/c1c(C)nn(-c2ccccc2)c1Cl	9	4	2	-7	6	5	4	-1	1	0
Cc1nc2cc(-c3ccc(F)cc3)[nH]n2c(=O)c1C	-8	0	0	-5	-7	-3	1	0	0	1
NC(=O)NNC1=Nc2cccc3cccc1c23	0	1	-4	7	-7	-7	3	-1	3	-5
Cc1cccc(/C=N/c2sc3c(c2C(=O)OC(C)(C)C)CCN(C)C3)c1O	-6	0	7	5	-4	11	3	-5	-6	-5
COc1ccc2cc3c(N)nn(C(=O)Cc4c[nH]c5ccccc45)c3nc2c1	-2	31	-32	6	-1	-1	-14	-5	-3	-4
CC(=O)Nc1nc2c(F)cccc2s1	7	-1	-1	2	-2	0	-2	2	-2	3
Cc1ccc(NC(=O)Nc2cccc(F)c2)nc1	4	2	-4	-4	6	3	-1	-2	-1	-2
Cn1nc(C(=O)NCc2cccc(Cl)c2)c2c1-c1ccccc1S(=O)(=O)C2	0	1	-12	9	2	-8	-6	4	-4	1
COc1cccc(C=O)c1OCCN1C(=O)c2ccccc2C1=O	-1	-2	1	-5	0	2	2	0	-5	-2
Cc1nnc(SCc2ccc(Cl)cc2Cl)[nH]c1=O	-1	23	3	6	-3	-12	-14	5	-2	4
COc1ccccc1N1CCN(C(=O)c2ccc(NS(=O)(=O)c3ccc(C)cc3)cc2)CC1	-2	-4	1	-7	4	2	0	6	-2	1
O=C(O)C1C2C=CC(C2)C1C(=O)NCc1cccs1 (centres undefined)	1	0	0	1	0	3	-1	2	1	-1
CC(C)Cc1ccc(C(C)C(N)=NCCc2ccccc2)cc1 (centres undefined)	-24	-2	7	-1	-16	-7	15	4	5	4
CC(=O)NC(CCS(C)(=O)=O)C(=O)Nc1ccc2c(c1)OCCO2 (centres undefined)	2	-1	4	-6	2	7	8	4	2	3
Cc1ccc(NC(=O)COC(=O)CCNS(=O)(=O)c2c(Cl)cccc2Cl)cc1	0	5	-1	4	0	-2	1	-2	-1	2
Fc1cccc(NCCc2c[nH]c3ccccc23)n1	-2	0	-9	-14	-1	3	-12	1	8	-2
O=C(O)c1ccc(CS(=O)(=O)c2cccc(C(F)(F)F)c2)o1	4	4	-1	7	0	5	3	-1	6	-2
CC(=NC1CC1)c1c(-c2ccccc2)[nH]n(-c2nc3ccccc3s2)c1=O	0	11	-10	-5	1	-14	-16	1	3	4
O=S(=O)(c1ccc(NCCOc2ccccc2)nc1)N1CCCC1	2	1	-10	-10	0	6	2	4	4	2
CC(C)(C)n1nnnc1C(c1ccc(Cl)cc1)N(Cc1cccnc1)Cc1ccco1 (centres undefined)	-16	-2	-28	6	-21	0	-4	-2	1	4
O=C(c1c[nH]c2ccccc12)C(Cl)c1ccccc1 (centres undefined)	-18	3	-7	-3	-4	-1	-7	1	6	-2
O=C(NCc1cccnc1)Nc1cccc(NC(=O)NCc2cccnc2)c1F	1	1	4	3	4	0	-6	1	-7	-4
CC(C)CNC(=O)c1cccc(NC(=O)Cc2ccc(Cl)cc2)c1	-1	-4	-16	-2	2	1	3	3	-1	3
O=C(CCNC(=O)Cn1ccc2ccccc2c1=O)NCCc1ccccc1Cl	4	-3	-2	-1	0	-3	6	3	-1	-2
COc1ccc(NC(=O)C(=O)NCC(c2ccco2)N2CCc3ccccc3C2)cc1OC (centres undefined)	-1	8	-5	-1	2	-3	-4	4	0	-1
Cc1cccc(NS(=O)(=O)c2ccc(NC(=O)N3CCCCC3)cc2)c1	-4	2	-5	-8	1	-12	-20	4	5	2
Cc1cc(S(=O)(=O)N2CCCCCC2)c(Cl)cc1Cl	1	-2	-6	-2	0	0	6	0	1	2
O=C(Nc1ccc(F)cc1)OCc1cn(Cc2ccc(F)cc2)nn1	4	0	.	.	1	-1	-5	-2	-6	-3
O=C(COC(=O)Cc1ccc(Cl)cc1)Nc1ccccc1F	-4	-3	-1	4	5	3	4	-1	0	1
Cc1cccnc1NC(=O)c1nn(C)c2c1CS(=O)(=O)c1ccccc1-2	-1	-2	-1	9	3	-1	-3	1	-5	-4
O=C(Nc1c(F)c(F)c(F)c(F)c1F)NC1CCCCC1	3	1	8	9	2	1	-8	1	-2	-1
COc1ccc(O)c(C(=O)c2coc(=N)c(C(=O)Nc3ccc(SC(F)F)cc3)c2)c1	2	10	-11	-2	1	-4	-9	-4	7	-5
O=C(CN1C(=O)CCSc2ccc(S(=O)(=O)N3CCCC3)cc21)Nc1ccccc1Cl	-2	3	1	-2	5	-5	0	3	3	1
O=C(Cc1ccc(F)cc1)Nc1ccc2[nH]ncc2c1	1	-2	1	2	-3	-1	-10	5	6	7
Cc1cc(C)cc(OCC(=O)NNC(=O)CN2C(=O)c3ccccc3C2=O)c1	0	3	5	-3	-1	1	6	-1	-1	-1
COc1cc(OC)c(N(C)S(=O)(=O)c2cccc(C(=O)OCC(=O)c3c[nH]c4ccccc34)c2)cc1Cl	-1	27	-89	38*	-1	-108	-88	0	0	-6
CC(NCc1ccc(F)cc1)C(=O)NC1CCCCC1 (centres undefined)	5	-1	2	-2	2	3	5	1	0	-5
CCOc1ccc(/C=C/C(=O)Nc2ccccc2C(F)(F)F)cc1	-3	-2	-3	2	9	0	-1	1	-4	-3
O=C(COC(=O)c1cc(=O)[nH]c(=O)[nH]1)Nc1cccc(S(=O)(=O)N2CCCCC2)c1	0	-1	8	8	6	5	1	-2	-5	-3
CC1=C(C(=O)Nc2ccc(C)cn2)C(c2cnn(C)c2)C2=C(CCCC2=O)N1 (centres undefined)	3	0	9	-2	2	9	-5	-2	0	-1
O=C(NNC(=O)C1CCCO1)c1ccc([N+](=O)[O-])cc1 (centres undefined)	2	1	7	4	-3	1	-1	-1	-4	1
COc1ccc(C(=O)NCC(=O)N/N=C/c2cccnc2)cc1OC	-2	0	-6	0	-1	-2	3	2	2	5
CCOC(=O)c1ccccc1NC(=O)CC(C)CC(=O)O (centres undefined)	-1	-1	7	1	-7	5	1	0	-1	-1
CN1CCc2ccccc2C1Cc1ccccc1NC(=O)c1sc2ccccc2c1Cl (centres undefined)	-1	-1	-11	-2	0	-4	1	4	1	0
N#CCc1ccc(OC(=O)Nc2ccccc2)cc1	3	-2	3	0	0	3	-3	0	-1	5
COc1cc(NC(=O)c2cccs2)c(OC)cc1NC(=O)c1ccco1	-2	2	4	1	4	12	6	0	-4	-3
Cc1ccnc2nc(NC(=O)c3ccco3)nn12	3	0	6	7	1	8	4	-1	2	-6
O=C(CN1C(=O)NC2(CCCCC2)C1=O)NCCC1=CCCCC1	3	-2	-2	0	1	4	3	3	1	2
Cc1ccc(S(=O)(=O)NC(=O)Nc2nnc(C)s2)cc1	-3	0	-7	5	1	-4	6	9	-2	-2
